# Screening data deposited in PubChem by National Center for Advancing Translational Sciences (NCATS).
# TCR act: activators of T cell receptors; primary human leukocytes, anti-CD3, IL-2 HTRF, 48 h; Potency, µM (highest dose often 9.22 µM), without a hit: at the highest dose activation of IL-2 secretion, usual class: activators; 330,000 tested, under 10 active; also: % of control where 0% means no effect
#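 IL-2 produced over 48 hr by a-CD3 bead-stimulated primary human leukocytes exposed to compounds was detected with a homogeneous time-resolved FRET immunoassay, 665nm acceptor signal after 320nm excitation.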
# Menin MLL FP TR: displaces Texas Red mutant MLL peptide from human menin; O00255; Menin + Texas Red MLL mutant peptide, fluorescence polarization; Potency, µM (doses to about 61.6 µM), inactives show top-dose FP activity change, negative = inhibition, usual class: inhibitors; 270,000 tested, 0.23% active; active = well fitted inhibition curve with a large enough effect in the polarisation, with a control signal flat, not every such curve was filed as active; inconclusive = small, poorly fitted or top-dose-only effect, or effect the other way, or a change in a side signal; inactive = no such curve, though single readings can be large or run the other way; the % refers to the polarisation; also: potency is read from the fitted curve at half-maximal effect; % of control where 0% means no effect; many of its hits are not listed in these tables
# A-T KAP1 phos: potential ataxia-telangiectasia treatment; […] A-T fibroblasts, KAP-1 phosphorylation AlphaLISA; neocarzinostatin DNA damage 30 min before lysis; Potency, µM (doses to about 57.5 µM), for the others: top-dose activation, most hits filed as activators; 320,000 tested, 0.19% active; AID 485349; also: potency is read from the fitted curve at half-maximal effect; % of control where 0% means no effect; nearly all actives have a fitted effect of over 45% in size
#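 ATM-like activity read as KAP-1 phosphorylation via AlphaLISA donor/acceptor antibody pairs after lysis and 6 hr at 25C. Cells were ATM-null patient fibroblasts ([…], hTERT), dosed 60 min, then exposed to the DSB inducer NCS for 30 min.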
# Mito fusion yeast: blocks mitochondrial division or promotes mitochondrial fusion | 320,000 tested, 0.23% active | Potency, µM (titrated, usually from 46.1 µM), for the others: at the highest dose growth rescue (activation), hits mostly activators | S. cerevisiae fusion-defective mutant growth rescue, CellTiterGlo 48 h;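 also: potency is read from the fitted curve at half-maximal effect; % of control where 0% means no effect; nearly all actives have a fitted effect of over 45% in size; temperature-sensitive fusion mutants such as fzo1-1 at 37 °C on non-fermentable ethanol glycerol medium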
#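 Growth-rescue viability read-out: after 48 h at the non-permissive 37C in glycerol/ethanol YPEG, yeast mitochondrial fusion mutants are measured by CellTiterGlo luminescence; compounds (23 nl pinned per well) restoring growth score as division inhibitors or fusion activators.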
# MBNL1-CUG inh: blocks human MBNL1 binding to CUG repeat RNA; TR-FRET MBNL1-His/biotin-(CUG)12 binding, 665/545 ratio; Potency, µM (highest dose often 57.5 µM), for the others: at the top dose activity change, negative = inhibition, usual class: inhibitors; 280,000 tested, 0.036% active; active = well fitted inhibition curve with a large enough effect in the signal ratio, with a control signal flat, not every such curve was filed as active; inconclusive = small, poorly fitted or top-dose-only effect, or effect the other way, or a change in a side signal; inactive = no such curve, though single readings can be large or run the other way; the % refers to the signal ratio; also: potency is read from the fitted curve at half-maximal effect; % is scaled to controls: 0 for no effect and ±100 for the full control effect
#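 Compounds (final 92 nM to 58 uM) are added to His-tagged MBNL1 and biotin-(CUG)12, then terbium anti-His antibody and streptavidin-XL665 (5 nM final). After 60 min at room temperature, the 665/545 nm ratio is read.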
# S-ASM inh: blocks human secretory acid sphingomyelinase | placental ASM, HMU-PC fluorogenic substrate, 60 min | Potency, µM (series often up to 57.5 µM), for the others: top-dose activity change, negative = inhibition, usual class: inhibitors | 340,000 tested, 0.006% active | AID 504937; also: potency is read from the fitted curve at half-maximal effect
#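 Human placenta-derived ASM preincubated with compound 10 min at room temperature, then reacted with 9 uM (final) fluorogenic HMU-PC substrate for 60 min at 37 C. Stop solution raises pH to 10; fluorescence read at Ex 386/Em 447 nm.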
# Integrin act MD: integrin-mediated muscular dystrophy alleviation activation; alpha7betagal myoblasts, beta-gal FDG fluorescence, 48 h; Potency, µM (highest dose often 38.3 µM), without a hit: at the highest dose activation, hits mostly activators; 350,000 tested, 0.064% active;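 also: potency is read from the fitted curve at half-maximal effect; 100% = response of the positive control SU9516; nearly all actives have a fitted effect of over 60% in size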
#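 alpha7betagal+/- myoblasts (passage 13, 250/well) treated 48 h at 37C with compounds at 1:260 dilution of DMSO stock. Lysed, then beta-galactosidase activity read as FDG fluorescence (ex 480/em 540) after 30 min, with pre-read for autofluorescence.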
# TSHR antag: human thyrotropin receptor antagonism; P16473; TSHR-expressing cells, TSH-stimulated cAMP HTRF, 2 h; stronger effect = lower value; activity change, negative = inhibition, % at 11.5 µM; 330,000 tested, 0.2% active;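 active = activity change below a set negative limit, meaning inhibition stronger than a set level, cut at about -70% in these data; inconclusive = activity change between two set negative limits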; also: % is scaled to controls: 0 for no effect and ±100 for the full control effect
# Target sequence (P16473 whole entry, looked up): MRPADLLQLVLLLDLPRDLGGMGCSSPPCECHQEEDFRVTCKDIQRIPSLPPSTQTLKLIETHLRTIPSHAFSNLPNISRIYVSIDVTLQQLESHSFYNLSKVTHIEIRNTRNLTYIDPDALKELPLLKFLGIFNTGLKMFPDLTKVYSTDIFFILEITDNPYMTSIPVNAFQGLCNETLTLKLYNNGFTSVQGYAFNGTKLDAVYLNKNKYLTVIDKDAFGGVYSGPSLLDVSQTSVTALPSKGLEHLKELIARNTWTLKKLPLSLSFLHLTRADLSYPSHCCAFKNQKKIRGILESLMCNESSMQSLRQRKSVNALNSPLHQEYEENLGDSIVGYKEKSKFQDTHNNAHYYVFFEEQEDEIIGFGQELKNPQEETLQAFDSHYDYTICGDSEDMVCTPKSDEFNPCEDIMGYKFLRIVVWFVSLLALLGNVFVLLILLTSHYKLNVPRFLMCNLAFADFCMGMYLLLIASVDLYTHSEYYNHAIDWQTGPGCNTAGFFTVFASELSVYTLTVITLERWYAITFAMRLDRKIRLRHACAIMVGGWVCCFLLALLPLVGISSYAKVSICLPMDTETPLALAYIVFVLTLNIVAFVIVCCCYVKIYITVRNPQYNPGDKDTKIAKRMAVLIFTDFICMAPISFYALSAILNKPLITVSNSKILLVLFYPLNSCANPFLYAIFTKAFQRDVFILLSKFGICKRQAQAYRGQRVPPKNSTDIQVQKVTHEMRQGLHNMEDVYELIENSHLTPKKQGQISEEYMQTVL
#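 Cell-based HTRF cAMP assay; TSHR cells + compound, TSH EC80 (4nM final), 2 h, 37 deg C. Lysis with anti-cAMP cryptate and cAMP-d2, 30 min RT, read 665/620 nm.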
# TSG101-PTAP inh: blocks PTAP/TSG101 interaction to inhibit HIV-1 budding; Q99816; Fluorescence polarization, FITC-PTAP peptide / Tsg101 binding; Potency, µM (highest dose often 115 µM), without a hit: at the highest dose activity change, negative = inhibition, most hits filed as inhibitors; 340,000 tested, under 10 active; active = well fitted inhibition curve with a large enough effect in the main read-out, with a control signal flat, not every such curve was filed as active; inconclusive = small, poorly fitted or top-dose-only effect, or effect the other way, or a change in a side signal; inactive = no such curve, though single readings can be large or run the other way; also: potency is read from the fitted curve at half-maximal effect; % of control where 0% means no effect
#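 Fluorescence polarization binding of Tsg101 binding domain (10 uM final) to FITC-labeled PTAP peptide (50 nM final) in HEPES pH 7.5 buffer with NaCl, Tween 20, EDTA, TCEP. Compounds added before peptide; binding 20 min at RT.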
# CXXC DNA block: MLL CXXC-DNA interaction inhibition | AID 2662 | Potency, µM (doses to about 115 µM), for inactives: at the highest dose activity change, negative = inhibition, usual class: inhibitors | 290,000 tested, 0.037% active | Q03164 | MLL-CXXC / FITC-HOXA9 DNA fluorescence polarization; active = well fitted inhibition curve with a large enough effect in the polarisation, with a control signal flat, not every such curve was filed as active; inconclusive = small, poorly fitted or top-dose-only effect, or effect the other way, or a change in a side signal; inactive = no such curve, though single readings can be large or run the other way; the % refers to the polarisation; also: potency is read from the fitted curve at half-maximal effect
#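 Purified MLL-CXXC (added from a 7 uM solution) was preincubated 5 min at ambient with pinned compounds in 50 mM Tris-HCl pH 7.5, 50 mM NaCl, 1 mM DTT, 0.05% BSA. Fluorescein-labeled HOX-A9 DNA (50 nM solution) followed, 30 min, then polarization read.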
# * = called active by the depositor; ? = inconclusive; . = no result given; [ ] = remark or other dose. Unless noted, calls follow the shape of the dose curve; as a rule, active = well fitted curve in the direction sought with a large enough effect; inconclusive = small, poorly fitted or top-dose-only effect, or another doubt; inactive = no such curve, though single readings can be large; an effect the other way counts as inactive or inconclusive. The list is partial; count on the stated rates, not on these rows.
SMILES,TCR act,Menin MLL FP TR,A-T KAP1 phos,Mito fusion yeast,MBNL1-CUG inh,S-ASM inh,Integrin act MD,TSHR antag,TSG101-PTAP inh,CXXC DNA block
COc1ccc(Cn2c(=S)[nH]c3cc(OC)c(OC)cc3c2=O)cc1,2%,-3%,-11%,4%,15%,7%,?,23,-1%,-7%
Cc1ccc(NC(=O)CSCC(=O)NNC(=O)c2nn(C)c(=O)c3ccccc23)cc1,4%,.,-2%,-4%,.,3%,0%,-9,-1%,.
O=C(NC1CCCC1)c1cccc(S(=O)(=O)N2CCCC2)c1,-1%,.,0%,-2%,.,6%,15%,-2,-4%,.
O=C1/C(=C/c2ccccc2)CCc2ccc(Cl)nc21,-5%,.,.,.,.,-2%,-54%[inhibitor],.,-3%,.
CCC(C)[C@H](NC(=O)N1CCCCCC1)C(=O)O (stereo partly drawn),-4%,.,?,-1%,-2%,7%,22%,10,-3%,10%
COc1ccc(-c2cc(C(F)(F)F)nc(SCC(=O)Nc3ccc4c(c3)OCO4)n2)cc1,7%,?,5%,-3%,.,4%,-4%,8,-2%,8%
CC1(c2ccccc2Cl)NC(=O)N(CC(=O)NCCC2=CCCCC2)C1=O (stereo not drawn),1%,-1%,5%,-8%,-9%,3%,-23%,14,3%,10%
CC(C)(C)C1CCc2c(C(=O)NNC(=O)/C=C/C(=O)O)csc2C1 (stereo not drawn),-10%[46.1 µM],?,6%,0%,-2%,0%,24%,2,-6%,-10%
C/C(=N\NC(=O)CSCc1ccc([N+](=O)[O-])cc1)c1ccccc1,1%,17%,-5%,-3%,24%,-1%,4%,-13,-2%,3%
O=C(CN1C(=O)S/C(=C/c2cc(Br)cs2)C1=O)N1CCOCC1,-5%[46.1 µM],-22%,-6%,-3%,26%,1%,-7%,3,1%,-5%
COc1ccc([N+](=O)[O-])cc1N(CC(O)CN1CCOCC1)S(=O)(=O)c1ccccc1 (stereo not drawn),4%,7%,-11%,-11%,8%,1%,18%,0,-1%,16%
COc1ccc(N(C(=O)COc2ccc(C)cc2)S(=O)(=O)c2ccc(C)cc2)cc1,-3%[46.1 µM],-12%,5%,12%,.,4%,15%,3,-1%,5%
COc1ccccc1N(CC(=O)NCc1ccccc1C)S(=O)(=O)c1ccc(C)cc1,-8%,-5%,-9%,14%,-2%,1%,0%,0,-9%,-5%
O=C(Nc1ccc(N2CCCC2)c(S(=O)(=O)Nc2cccc(C(F)(F)F)c2)c1)c1cccs1,1%[46.1 µM],?,-3%,5%,.,-19%,-49%,-14,-3%,9%
Cc1cc(=O)[nH]c2c(C)cc(S(=O)(=O)Nc3ccc(O)cc3)cc12,2%,4%,8%,1%,-7%,-1%,-14%,11,4%,-4%
CCN(CC)C(=O)Oc1ccc2c(=O)c(-c3ccccc3)coc2c1,.,?,3%,0%,-3%,-2%,-21%,-7,.,3%
O=C(CCCOc1ccc(Cl)cc1Cl)N/N=C/c1cccc([N+](=O)[O-])c1,-1%[46.1 µM],?,-1%,-1%,2%,-4%,-33%,16,-1%,5%
CNC(=O)CN(c1ccc(C(C)C)cc1)S(C)(=O)=O,-2%,12%,.,3%,-13%,-2%,15%,-7,-5%,7%
COc1cccc(NC(=O)N(Cc2ccco2)C(C)c2cccs2)c1 (stereo not drawn),2%,0%,-3%,11%,1%,0%,2%,-12,-9%,3%
CCOc1ccc(NC(=O)c2ccc3c(=O)n(-c4ccc(OC)cc4OC)c(=S)[nH]c3c2)cc1,.,-11%,-3%,-1%,7%,.,.,-11,.,-2%
CCOC(=O)c1ccc(-c2ccc3[nH]c4ccccc4c(=O)c3c2)cc1F,-1%,-3%,1%,0%,14%,214%[activator],19%,-6,0%,-1%
CCC(=O)NC(C)c1cc(Cl)c2ccccc2c1O (stereo not drawn),0%,.,1%,4%,.,113%[activator],.,4,-1%,.
CC(C)C[C@@H](CN1CCCC1CN1C(=S)NC[C@@H]1Cc1ccc(O)cc1)N1C[C@H](Cc2ccc(O)cc2)N(CCc2ccccc2)C1=S (stereo partly drawn),-11%,.,.,.,.,?,-40%,.,-4%,.
CCCCCCCOc1ccc(OC(=O)c2ccncc2)cc1,-72%,1%,5%,-5%,-12%,2%,-24%,-3,-3%,-9%
O=C(N/N=C/c1ccccc1O)C(=O)Nc1ccccn1,0%,-25%,-3%,9%,15%,4%,?,4,-1%,13%
O=C(Nc1ccc(N2CCOCC2)cc1)Nc1ccc(Cl)c(Cl)c1,2%,?,.,1%,0%,-17%,-16%[7.66 µM],-9,-11%,-23%
CN(/N=C/c1cccnc1)C1=NS(=O)(=O)c2ccccc21,1%[46.1 µM],6%,2%,2%,-3%,5%,11%,2,2%,-1%
CCOC(=O)C1CCN(C(=S)Nc2ccc(S(N)(=O)=O)cc2)CC1,4%[46.1 µM],-2%,-5%,2%,?,5%,-1%,4,-1%,0%
CN(Cc1ccccc1)C(=O)COc1ccccc1Cl,-18%,-1%,9%,5%,2%,-2%,17%,-15,-6%,13%
COc1cc(CNc2ccc(C)c(C)c2)cc(OC)c1OC,.,?,-18%,-2%,1%,-1%,-39%,-9,-2%,1%
COc1ccc(S(=O)(=O)NC2CCCC2)cc1Cl,3%,.,-1%,2%,-4%,0%,-8%,-2,-4%,8%
CC1CCN(c2ccccc2NC(=O)c2ccc(C#N)cc2F)CC1,.,-6%,1%,3%,-2%,-3%,2%,12,-2%,-2%
CN1C(=O)C(O)(CC(=O)c2cccnc2)c2ccccc21 (stereo not drawn),2%[46.1 µM],?,-1%,-1%,34%[activator],0%,-9%[7.66 µM],2,-1%,9%
Cc1cc(C(=O)CCl)c(C)n1-c1ccon1,.,0%,-4%,-3%,.,5%,-63%[inhibitor],0,1%,-5%
CCCSc1nnc(Sc2nnnn2-c2ccccc2)s1,4%,-22%,-1%,0%,-6%,-2%,-76%[inhibitor][7.66 µM],2,-4%,138%[activator]
Cc1ccc(Nc2nc(-c3c(C)nc4ncccn34)cs2)cc1,-1%,.,2%,-5%,13%,-23%,4%,-5,-4%,-8%
COc1ccc(CN(CC(=O)NCC2CCCO2)C(=O)CCC(=O)Nc2nccs2)cc1 (stereo not drawn),-4%,10%,-2%,-8%,-10%,-4%,2%,-7,4%,14%
COc1ccc(OC)c(N(CC(=O)NC2CCCCCC2)S(=O)(=O)c2ccc(C)cc2)c1,-10%,.,9%,-2%,-3%,.,-13%,1,0%,6%
CC1=C(C(N)=O)C(c2ccccn2)n2nc(SCc3ccccc3Cl)nc2N1 (stereo not drawn),-1%,16%,-7%,0%,6%,1%,1%,4,-14%,14%
CCOC(=O)N1CCN(C(=O)c2cc3c(=O)n4cccc(C)c4nc3s2)CC1,9%,?,-2%,-4%,7%,.,-30%,6,-5%,8%
CCOC(=O)CN1N=C(c2ccc(C)cc2)CCC1=O,4%,0%,1%,1%,-4%,2%,8%,3,0%,8%
COc1ccc(S(=O)(=O)N2CCOC2CNC(=O)C(=O)NCCCn2ccnc2)cc1OC (stereo not drawn),0%,-1%,11%,-2%,23%,8%,8%,1,-8%,7%
COc1ccc2c(c1OC)C(=O)N(c1ccc(O)cc1)C2,2%,.,0%,2%,-4%,-1%,-394%[inhibitor],-8,-1%,-2%
CC(=O)N1CCc2cc(S(=O)(=O)CCC(=O)N3CCN(c4ccccc4F)CC3)ccc21,8%,-13%,-7%,16%,-6%,0%,-1%,6,-1%,58%[activator]
O=C(Nc1ccc(F)c(Cl)c1)C1CCCC1,2%,.,.,.,.,0%,13%,.,-3%,.
c1cnc2ccc(C(c3nnnn3C3CCCC3)N3CCSCC3)cc2c1 (stereo not drawn),?,0%,-4%,14%,-5%,0%,11%,-3,-2%,2%
COc1ccc(NC(=O)c2ccc(S(=O)(=O)N3CC(C)OC(C)C3)cc2)cc1 (stereo not drawn),1%,.,-7%,.,.,2%,1%,12,-2%,.
CC(C)c1ccccc1OCC(O)CN1CCN(S(=O)(=O)c2ccc([N+](=O)[O-])cc2)CC1 (stereo not drawn),10%,-11%,9%,-28%,?,-1%,?,-14,-6%,8%
COCc1cc(CN(C)C(=O)C2CCC(=O)N(Cc3cccc(OC)c3)C2)[nH]n1 (stereo not drawn),-6%,.,-5%,-2%,-4%,-1%,10%,1,-7%,7%
